SDO1 yeast rescue = growth rescue of sdo1-depleted yeast, primary screen, S. cerevisiae, bone marrow failure model. S. cerevisiae sdo1-depleted JHY4D growth rescue, OD600 30 h; hits give high values; pdr5 snq2 efflux-pump mutant strain. z-score at 10 µM. 140,000 tested, 0.21% active. AID 817, 2007;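 active = z-score above 3 at both the 24 hr and the 30 hr optical density reads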;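 note: z-score against mean and SD of all compound wells on the same plate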
Insulin prom inh = inhibitors of insulin promoter-driven GFP, primary screen, imaging, TRM-6 cells (human fetal islet line), eGFP reporter, cell count. reporter expression induced with tamoxifen. inhibition, % at 2 µM. 130,000 tested, 0.9% active;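 active = inhibition above the mean plus 3 SD, with well images judged a real hit on visual review, cut at about 60% in these data, passing the limit was not always enough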
SDO1 yeast rescue Rescue 24 h = second read-out of SDO1 yeast rescue, no call of its own (marks repeat the call); z-score; S. cerevisiae sdo1-depleted JHY4D growth rescue, OD600; measured here: growth rescue at 24 h;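 0 is the plate mean of compound wells and units are plate SD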
Starred values were filed as active, the others as inactive; i = inactive; / = no result given.

SMILES | SDO1 yeast rescue | SDO1 yeast rescue Rescue 24 h | Insulin prom inh
Cn1c(=O)c2nnn(/N=C(\c3ccccc3)C3CC3)c2n(C)c1=O | 0.06 | -0.05 | -3.2
CCc1ccc(N2C(=O)/C(=C/c3cccs3)N(CC(=O)OC)C2=S)cc1 | -1.47 | -0.9 | -22.2
CSc1ccccc1NC(=O)COc1ccc(Cl)cc1 | -0.31 | -1.08 | 27.8
CCC(C)[C@H](NC(=O)NCc1ccccc1)C(=O)O (stereo not given in full) | 0.4 | -0.19 | 0.0
CC(CCc1ccccc1)NC(=O)/C=C/c1ccc(Cl)cc1 (stereo not given) | -1.05 | -0.96 | 5.3
CC(OC(=O)C1CC=CCC1C(N)=O)C(Cl)=C(Cl)Cl (stereo not given) | 0.22 | -0.17 | 0.0
Cn1c(NCc2ccco2)nc2c1c(=O)n(Cc1ccc(Cl)c(Cl)c1)c(=O)n2C | -2.49 | -1.73 | /
Nc1nc(N2CCN(c3ccccc3)CC2)n[nH]1 | / | / | 37.1
O=C(c1ccco1)N1N=C(c2ccncc2)CC1(O)C(F)(F)F (stereo not given) | / | / | -21.4
Cc1ccc(C(=O)OCC(=O)N2CCc3ccccc32)cc1 | -0.43 | -0.59 | -11.1
COCCn1c(-c2cccs2)nc2c(c(=O)c3ccccc3n2C)c1=O | -0.16 | -0.06 | 35.5
O=C(c1ccccc1)n1ccc2ccccc21 | -0.18 | -0.13 | -3.0

Single records, from the list above:
CCc1ccc(N2C(=O)/C(=C/c3cccs3)N(CC(=O)OC)C2=S)cc1 is listed as SDO1 yeast rescue: -1.47; SDO1 yeast rescue Rescue 24 h: -0.9; Insulin prom inh: -22.2
COCCn1c(-c2cccs2)nc2c(c(=O)c3ccccc3n2C)c1=O is listed as SDO1 yeast rescue: -0.16; SDO1 yeast rescue Rescue 24 h: -0.06; Insulin prom inh: 35.5
O=C(c1ccco1)N1N=C(c2ccncc2)CC1(O)C(F)(F)F (stereo not given) is listed as SDO1 yeast rescue: /; SDO1 yeast rescue Rescue 24 h: /; Insulin prom inh: -21.4

(further entries)
SMILES | SDO1 yeast rescue | SDO1 yeast rescue Rescue 24 h | Insulin prom inh
Cc1cc(C)n2nc(SCc3cc(=O)oc4cc(C)c(C)cc34)nc2n1 | -0.05 | 0.33 | -11.5
CCCC(=O)Nc1cc(-c2cn3cccnc3n2)ccc1OC | 0.21 | -0.72 | -127.3
COc1cc(-c2ncc3ccccn23)cc(OC)c1OC | -1.3 | 0.14 | 13.0
O=C(NCCCn1ccnc1)c1cc(S(=O)(=O)N2CCOCC2)ccc1F | / | / | 20.0
COC(=O)C1=C(O)/C(=C\c2ccc(CNS(=O)(=O)c3ccc(Cl)cc3)o2)N=C1C | 1.67 | 2.24 | -37.9
c1csc(C(c2nnnn2C2CCCC2)N2CCCC3(CCCCC3)C2)c1 (stereo not given) | -0.13 | -0.32 | 71.4
CC12CN3CC(C)(CN(C1)C3c1ccccc1Cl)C2O (stereo not given) | -0.19 | -0.36 | 5.3
CCc1ccc2oc(C(=O)NCc3ccncc3)c(C)c2c1 | 0.56 | 0.7 | -230.2
O=C(NC(=S)Nc1cccc2ncccc12)c1cccs1 | / | / | -42.1
CNC(=S)N/N=C/c1ccc(C(C)C)cc1 | / | / | 18.5
CC(C)(C)c1cc(NC(=O)c2ccc(OC3CCCC3)cc2)no1 | -0.16 | 0.78 | 34.4
COC(=O)c1ccc(NC(=O)c2ccccc2-c2ccccc2C(=O)O)cc1 | / | / | -17.6
CCc1c(C(=O)NCCc2ccc(OC)c(OC)c2)[nH]c(C)c1C(C)=O | 0.01 | -1.08 | -17.1
CCN1C(=O)CC(N2CCN(c3ccc(C(=O)c4ccccc4)cc3)CC2)C1=O (stereo not given) | 1.6 | 1.32 | 36.0
COc1ccc(-c2cc3c(=O)n(CC(=O)NC4CCN(Cc5ccccc5)CC4)ncn3n2)cc1 | 0.39 | -0.09 | 36.8
CC(C)(C)c1ccc(S(=O)(=O)N2CCC(c3nc4ccc(Cl)cc4[nH]3)CC2)cc1 | -1.51 | -0.75 | -174.3
CC(NC(=O)c1ccc(F)cc1)c1ccccc1 (stereo not given) | -0.65 | -0.24 | 43.3
O=C1C=CC(=O)N1c1ccc(OC(F)F)cc1 | -1.07 | -0.42 | i
CCCn1c(=S)[nH]c2cc(C(=O)N3CCN(c4ccccc4OC)CC3)ccc2c1=O | 0.29 | 1.02 | 7.1
Cc1[nH]c2ccccc2c1/C=C/C(=O)c1ccccc1 | -1.48 | -1.87 | -58.1
COC(=O)C1=C(C(=O)OC)C(c2cc(Br)ccc2O)c2sc(=O)[nH]c2S1 (stereo not given) | -0.8 | -0.84 | 2.7
CC1(C)N=C(c2cccc(F)c2)C(=O)N1 | 0.45 | 0.66 | /
CCC(CO)NC(=O)c1cc2c(s1)CCC2 (stereo not given) | 0.29 | -0.38 | -20.0
Cc1nnc(NC(=O)/C=C/c2ccco2)s1 | 0.58 | 0.28 | -10.3

By substructure, those above containing a tert-butyl group.
SMILES | SDO1 yeast rescue | SDO1 yeast rescue Rescue 24 h | Insulin prom inh
CC(C)(C)c1cc(NC(=O)c2ccc(OC3CCCC3)cc2)no1 | -0.16 | 0.78 | 34.4
CC(C)(C)c1ccc(S(=O)(=O)N2CCC(c3nc4ccc(Cl)cc4[nH]3)CC2)cc1 | -1.51 | -0.75 | -174.3

The list goes on:
SMILES | SDO1 yeast rescue | SDO1 yeast rescue Rescue 24 h | Insulin prom inh
CCC(=O)Nc1cc(ON=C(C)C)cc([N+](=O)[O-])c1 | 0.11 | 0.63 | -50.0
Clc1ccc(-n2cnnn2)cc1 | -0.01 | -0.46 | -66.7
COc1ccc(CN2CCN(S(=O)(=O)c3ccc(NC(C)=O)cc3)CC2)c(OC)c1OC | / | / | -11.1
O=C1CNC(=S)N1Cc1ccccc1 | / | / | -11.8
O=C1CC(c2ccc3c(c2)OCO3)c2cc3c(cc2N1)OCO3 (stereo not given) | -0.99 | -0.73 | -24.1
COC(=O)c1cc(NC(=O)c2ccc(Cn3cc(Cl)cn3)o2)cc(C(=O)OC)c1 | -1.27 | -0.69 | 93.3*
Cc1[nH]ccc(=O)c1OCc1ccc(Cl)cc1 | 0.05 | -0.2 | -29.2
C=CCn1c(-c2cc3cccc(OC)c3o2)n[nH]c1=S | / | / | -35.7
O=C(COc1ccccc1)OCc1csc(Nc2ccccc2)n1 | -1.02 | -0.61 | 36.0
COC(=O)CN1C(=O)C(O)(CC(=O)c2cccc(Br)c2)c2ccccc21 (stereo not given) | 0.92 | 1.18 | /
CC(=C/C(=O)O)/C=C/c1ccco1 | -0.21 | 0.67 | 5.6
CC(Nc1ccccc1)C(=O)Nc1ccc(F)cc1 (stereo not given) | -0.38 | -0.65 | -10.1
CCCCC1(C)Cc2ccccc2C(=S)N1 (stereo not given) | -0.87 | -0.75 | /
COc1ccc(Oc2nc3c(c(=O)n(C)c(=O)n3C)n2Cc2ccccc2)cc1 | -1.34 | 0.13 | -24.1
Cc1cc(C)nc(SCc2nnc(SCC(=O)Nc3ccccc3C)n2Cc2ccco2)n1 | -0.72 | -0.68 | -7.1
CCOc1ccccc1NC(=O)Nc1ccc(Cl)cc1 | -1.5 | -0.7 | 7.1
CC(NC(=O)COc1ccccc1-c1ccccc1)c1ccccc1 (stereo not given) | -0.95 | -0.64 | /
O=C(NCCCc1ccccc1)Nc1cccc(Cl)c1 | -0.47 | 0.11 | /
CCCC(=O)c1ccc(N2CCN(C(=O)c3ccccc3)CC2)c(F)c1 | -0.22 | -0.34 | -25.0
COc1cccc(C2C=C(c3cccs3)Nc3ncnn32)c1OC (stereo not given) | 0.01 | 0.49 | 0.0
COc1ccc(N2CCN(C(=O)c3cccc4nc(C)oc34)CC2)cc1 | / | / | 0.0
COc1ccc(C(=O)NC(=S)Nc2ccc3oc(=O)ccc3c2)cc1 | 1.94 | 4.92 | -16.7
Cc1ccc(S(=O)(=O)NNc2nc3ccccc3nc2C(F)(F)F)cc1 | -0.46 | 0.84 | -23.3
Cc1cccc(OCC(O)Cn2c(NCc3cccnc3)nc3c2c(=O)[nH]c(=O)n3C)c1 (stereo not given) | -0.01 | 0.17 | /

Looked up by compound from the list above (three):
SMILES | SDO1 yeast rescue | SDO1 yeast rescue Rescue 24 h | Insulin prom inh
COc1ccc(N2CCN(C(=O)c3cccc4nc(C)oc34)CC2)cc1 | / | / | 0.0
CCOc1ccccc1NC(=O)Nc1ccc(Cl)cc1 | -1.5 | -0.7 | 7.1
Cc1cccc(OCC(O)Cn2c(NCc3cccnc3)nc3c2c(=O)[nH]c(=O)n3C)c1 (stereo not given) | -0.01 | 0.17 | /

Further entries follow:
SMILES | SDO1 yeast rescue | SDO1 yeast rescue Rescue 24 h | Insulin prom inh
COc1ccc(S(=O)(=O)N(C)C2CCS(=O)(=O)C2)cc1OC (stereo not given) | 0.37 | -0.25 | 11.4
COC(=O)c1sc(=S)n(-c2ccccc2OC)c1N | 2.72 | 1.81 | -11.4
CCc1nnc(NC(=O)[C@@H](NC(=O)c2ccc(C(C)(C)C)cc2)C(C)C)s1 | -0.16 | 0.95 | 23.1
CCN(CC)CCNC(=O)C(C)c1nn(CC)c(=O)c2ccccc12 (stereo not given) | 1.2 | 1.23 | 46.7
Cc1ccsc1C(=O)Nc1cccc(S(=O)(=O)N(C)C)c1 | -0.51 | -0.97 | -430.8
O=C(COc1ccccc1[N+](=O)[O-])N/N=C/c1ccncc1 | / | / | 0.0
O=C(CCS(=O)(=O)c1cccc2nsnc12)N1CCN(C(=O)c2ccco2)CC1 | -0.64 | -0.82 | 6.2
Cc1ccc2c(c1)C(=O)C(=O)N2CC(=O)OC(C)C | -0.82 | -1.04 | 2.9
O=C(N/N=C/c1c[nH]c2ccc(Br)cc12)c1ccncc1 | -0.29 | -0.92 | /
COc1ccc(CNc2nc(-c3cccnc3)nn2C(=O)CC(C)C)cc1 | / | / | 11.1
COc1ccc(OCC(=O)NC(=S)Nc2ccc3c4c(cccc24)CC3)cc1 | -0.38 | 0.68 | 21.4
COc1cc2c(O)c3c(c(-c4ccc5c(c4)OCO5)c2cc1OC)C(=O)OC3 | 0 | 0.09 | -127.3
CN(C)S(=O)(=O)Nc1ccc(Br)cc1F | -0.05 | -1.39 | 37.5
CCN(Cc1ccccc1)C(c1ccccn1)c1nnnn1C1CCCCC1 (stereo not given) | -1.78 | -2.05 | 53.9
CCOC(=O)c1c(NC(=O)CSc2nnc(CNc3ccc(Cl)cc3)o2)sc(C)c1C | -1.56 | -0.41 | -453.9
C=CCn1c(SCn2nnc3ccccc3c2=O)nnc1-c1ccc(Br)cc1 | -2.21 | -0.34 | 2.6
Cc1ccc(/C=N/N2CCN(Cc3ccccc3)CC2)s1 | -0.09 | -0.6 | 2.8
CCCCCn1c(SCCCC)nc2c1c(=O)[nH]c(=O)n2C | -1.02 | -0.67 | /
Cc1ccc2nc(SCCC#N)nc(C)c2c1 | 0.2 | -0.09 | 33.3
COc1cc2c(cc1OC)C(C)N(C(=O)Cn1ncc3c1-c1cc(C)ccc1OC3)CC2 (stereo not given) | 1.2 | 1.47 | /
c1ccc(CN2CCN(CCN3CCn4c3nc3ccccc34)CC2)cc1 | 0.2 | -0.71 | 0.0
Cc1ccc(SCc2cc(=O)[nH]c(N3CCOCC3)n2)cc1 | 1.08 | -0.24 | 15.4
COc1ccc(Nc2c(C)cccc2C)cc1 | 1.42 | 0.51 | -8.3
COc1cc2nc(-c3ccc(Br)o3)oc(=O)c2cc1OC | -0.96 | -0.59 | -138.1
c1cnc(NC2CCCCCC2)nc1 | 1.1 | 1.19 | 40.5
C/C(CC(=O)NC1CCCC1)=N\NC(=O)c1ccc([N+](=O)[O-])c(Cl)c1 | 1.8 | 4.08 | -21.4
COCCNc1oc(-c2cccs2)nc1S(=O)(=O)c1ccc(C)cc1 | / | / | 0.0
COc1ccc(CCN(C)CCN2C(=O)c3ccccc3C2=O)cc1OC | 0.29 | -0.47 | /
COc1ccc(NC(=O)C(c2ccc(C)cc2)N(C)C(=O)CNC(C)=O)cc1 (stereo not given) | -0.26 | -0.37 | -12.5
O=C1CC(c2ccc(S(=O)(=O)N3CCN(c4ccccc4)CC3)cc2)CN1 (stereo not given) | -0.41 | -0.59 | 56.2
CCCn1cnc2c(N)c(C)c(C)cc21 | 1.15 | 1.04 | /
Cc1ccc(S(=O)(=O)n2nc(-c3ccc(Cl)cc3)nc2NCc2ccco2)cc1 | 0.19 | 1.36 | -18.4
Cc1cc(C(=O)Nc2nc3ccc(S(C)(=O)=O)cc3s2)c(C)o1 | -1.17 | -1.32 | 37.9
O=C1C=C(N(CCO)CCO)C2(CCCCC2)O1 | 1.11 | 0.58 | /
CC1CCc2sc3nc(N4CCN(CCO)CC4)n4ncnc4c3c2C1 (stereo not given) | 0.07 | 1.25 | /
Cc1ccsc1C(=O)N/N=C/c1ccc2c(c1)OCO2 | 0.72 | 0.22 | 12.5
CCOc1ccc(-n2c(SC(C)C(=O)OC)nc3c(c2=O)SCC3)cc1 (stereo not given) | / | / | 11.6
C=CCn1c(SCc2csc(-c3ccc(Cl)cc3)n2)nnc1-c1ccccc1OC | -1.53 | -1.12 | /
CCC(C)NC(=O)CSc1nnc(-c2cc(-c3cccs3)nc3ccccc23)o1 (stereo not given) | -0.84 | -0.26 | 9.4
CCOC(=O)C1CCCN(Cc2nc(N)nc(Nc3ccccc3OC)n2)C1 (stereo not given) | 0.48 | 0.36 | /
COc1cccc2sc(N(CCN(C)C)C(=O)/C=C/c3cccs3)nc12 | / | / | 22.2

Bioassay records from PubChem BioAssay.
